# Screening results as filed in PubChem.
# M. tuberculosis: growth inhibition of non-replicating M. tuberculosis (AID 488890); one-dose inhibition, % at 25 µM; IC50 in µM for titrated hits; Mycobacterium tuberculosis non-replicating, growth inhibition; higher % means a stronger effect; 0.39% of 320,000 active; in the data active means a potency from the dose series; inconclusive means inhibition mostly from about 82% at the one dose, without a potency; inactive means the rest, 99 in 100 with inhibition below about 76%;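 further: plate controls were DMSO cells for no effect and high antibiotic wells for full effect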
# inhibitors of VEEV: inhibitors of VEEV TC-83 cytopathic effect, confirmation, Vero cells (AID 588727); Vero cells, VEEV TC-83 cytopathic effect inhibition; higher % means a stronger effect; inhibition, % at 20 µM, or IC50 in µM where a hit was titrated; 0.13% of 350,000 active; in the data active means a potency from the dose series; inconclusive means inhibition mostly from about 14% at the one dose, without a potency; inactive means the rest, 99 in 100 with inhibition below about 12%; further: strong numbers were not always called active
# Salmonella PhoP GFP: PhoP regulon inhibitors, Salmonella typhi PhoP promoter GFP reporter, confirmatory (AID 1850). Salmonella Typhi PhoP-promoter GFP reporter, fluorescence, 4 h; higher % means a stronger effect. 0.33% of 310,000 active. inhibition, % at 50 µM; hits with a dose series show IC50 in µM; in the data active means a potency from the dose series; inconclusive means inhibition mostly from about 25% at the one dose, without a potency; inactive means the rest, 99 in 100 with inhibition below about 19%;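 further: 0% = induced wells with vehicle and 100% = uninduced wells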
# M. tuberculosis HTS: M. tuberculosis growth inhibition, HTS (AID 449762); M. tuberculosis H37Rv growth inhibition, 7H9 media; higher % means a stronger effect; inhibition, % at 25 µM, or IC50 in µM where a hit was titrated; 0.59% of 330,000 active; in the data active means a potency from the dose series; inconclusive means inhibition above about 70% without an active follow-up result;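 further: bacterial growth assessed after seven days of incubation; strong numbers were not always called active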
# influenza NS1A: NS1A inhibition, H1N1 influenza, cell based functional assay (AID 504329); NS1A functional cell-based assay, percent inhibition; higher % means a stronger effect; inhibition, % at 12.5 µM; hits with a dose series show IC50 in µM; 0.3% of 340,000 active; in the data active means a potency from the dose series; inconclusive means inhibition above about 27% without an active follow-up result; further: strong numbers were not always called active
# inhibitors of VEEV 10K pilot screen: second read-out of inhibitors of VEEV, no call of its own (marks repeat the call); inhibition, %; measured here: 10K pilot screen inhibition
# An asterisk follows results filed as active; i = inactive; ? = inconclusive; nt = no result given; & = joins results of further samples.
# Start of the listing, in advance (4 entries):
SMILES,M. tuberculosis,inhibitors of VEEV,Salmonella PhoP GFP,M. tuberculosis HTS,influenza NS1A,others
CC(C)(C)CC(C)(C)NC(=S)N1CCN(Cc2ccc3c(c2)OCO3)CC1,-4%,i,3%,-3%,5%,
COc1cc2c(cc1NC(=O)C(C)Sc1nc3ccccc3n1C)oc1ccccc12 (stereo not given),3%,2.9%,11%,-5%,2%,
Cc1ccc(N(CC(=O)NCc2ccc(F)cc2)C(=O)c2csnn2)cc1C,6%,0.6%,-2%,9%,1%,
COc1cc(/C=C2/CCc3ccccc3C2=O)cc(OC)c1OC,65%,3.2%,-2%,3%,13%,inhibitors of VEEV 10K pilot screen=4.6

# Main list (from the top)
SMILES,M. tuberculosis,inhibitors of VEEV,Salmonella PhoP GFP,M. tuberculosis HTS,influenza NS1A,others
CC(C)(C)CC(C)(C)NC(=S)N1CCN(Cc2ccc3c(c2)OCO3)CC1,-4%,i,3%,-3%,5%,
COc1cc2c(cc1NC(=O)C(C)Sc1nc3ccccc3n1C)oc1ccccc12 (stereo not given),3%,2.9%,11%,-5%,2%,
Cc1ccc(N(CC(=O)NCc2ccc(F)cc2)C(=O)c2csnn2)cc1C,6%,0.6%,-2%,9%,1%,
COc1cc(/C=C2/CCc3ccccc3C2=O)cc(OC)c1OC,65%,3.2%,-2%,3%,13%,inhibitors of VEEV 10K pilot screen=4.6
O=S1(=O)N[C@@H](CC2=CCCCC2)C2CCCCC2O1 (stereo not given in full),14%,i,8%,-5%,8%,
O=C(c1cc(-c2ccco2)nn1-c1cccc(Cl)c1)N1CCCCC1,44%,7.3%,-11%,12%,6%,
CNC(=O)c1ccc(Oc2ccc(C(=O)NC)cc2)cc1,3%,i,-6%,1%,1%,
O=C(C1CC(=O)N(C2CCCC2)C1)N1CCN(c2ccccc2)CC1 (stereo not given),-1%,4.5%,1%,-12%,-6%,
CC1CC(C)CN(S(=O)(=O)N2CCCC(C(=O)NCCCN3CCCCC3C)C2)C1 (stereo not given),3%,4.5%,-7%,-2%,-6%,
CC(C)CC(=O)N/C(N)=N/c1nc2ccccc2s1,69%,i,8%,23%,-25%,
CC(C)(C)Cc1nnc(NS(=O)(=O)c2ccc([N+](=O)[O-])cc2)s1,65%,0.2%,-2%,16%,-2%,
CCN(Cc1nc2ccccc2c(=O)[nH]1)Cc1nc2ccsc2c(=O)[nH]1,59%,6.2%,7%,?,9%,
Nc1nc(NCc2ccco2)nc(NC2CCCCC2)c1[N+](=O)[O-],-23%,1.0%,1%,6%,nt,
C[C@@H]1O[C@@H](O[C@H]2[C@H](O)[C@@H](O)[C@H](Oc3c(-c4ccc(O)c(O)c4)oc4cc(O)cc(O)c4c3=O)O[C@@H]2CO)[C@H](O)[C@H](O)[C@H]1O,-15%,0.1%,nt,-3%,2%,inhibitors of VEEV 10K pilot screen=1.2
CCCOc1ccc2c(=O)c(-c3cc(C(=O)OC)oc3C)c(C)oc2c1,19%,0.9%,-7%,11%,1%,
O=C(Nc1cccnc1)C1(c2ccc(Cl)cc2)CCCC1,18%,i,8%,0%,-9%,
O=C(NCc1ccccn1)c1cc(Cl)ccc1OCc1ccccc1,39%,8.2%,-3%,11%,-3%,
COc1ccc(C(=O)/C(C#N)=N/Nc2ccccc2[N+](=O)[O-])cc1,2%,3.5%,-10%,-25%,3%,
COc1ccc(NS(=O)(=O)c2cccc(-c3n[nH]c(=S)n3Cc3ccccc3)c2)cc1,-19%,6.8%,-12%,1%,-2%,
Cc1ccc(CNC(=O)CCS(=O)(=O)c2ccc(Br)s2)cc1,-11%,0.8%,8%,-1%,7%,
CCCCCCc1nc(C(N)=O)c2[nH]c(=O)n(-c3ccc(OCC)cc3)c2n1,-1%,2.7%,-2%,9%,3%,
CCCN(CCC)c1nc(-c2ccccn2)nc2ccccc12,77%,1.1%,-3%,?,11%,
COc1ccc(CCNC(=O)CC2C(=O)NCCN2CC(C)(C)C)cc1 (stereo not given),5%,i,12%,-9%,-3%,
CCC(C)c1ccc(OCC(=O)Nc2ccc3c(c2)C(=O)NC3=O)cc1 (stereo not given),60%,0.2%,-9%,-5%,-4%,
N#CC(Cc1cccc(CC(C#N)(c2ccccc2)c2ccccc2)c1)(c1ccccc1)c1ccccc1,46%,2.3%,1%,-14%,1%,

# Gathered by group: the compounds so far with a cyano group
SMILES,M. tuberculosis,inhibitors of VEEV,Salmonella PhoP GFP,M. tuberculosis HTS,influenza NS1A,others
COc1ccc(C(=O)/C(C#N)=N/Nc2ccccc2[N+](=O)[O-])cc1,2%,3.5%,-10%,-25%,3%,
N#CC(Cc1cccc(CC(C#N)(c2ccccc2)c2ccccc2)c1)(c1ccccc1)c1ccccc1,46%,2.3%,1%,-14%,1%,

# Random excerpt: 3 entries already listed
SMILES,M. tuberculosis,inhibitors of VEEV,Salmonella PhoP GFP,M. tuberculosis HTS,influenza NS1A,others
COc1ccc(C(=O)/C(C#N)=N/Nc2ccccc2[N+](=O)[O-])cc1,2%,3.5%,-10%,-25%,3%,
CNC(=O)c1ccc(Oc2ccc(C(=O)NC)cc2)cc1,3%,i,-6%,1%,1%,
CC(C)(C)CC(C)(C)NC(=S)N1CCN(Cc2ccc3c(c2)OCO3)CC1,-4%,i,3%,-3%,5%,

# Additional structures follow:
SMILES,M. tuberculosis,inhibitors of VEEV,Salmonella PhoP GFP,M. tuberculosis HTS,influenza NS1A,others
CSc1ccccc1NC(=O)CN(C)C(=O)Cc1c(F)cccc1Cl,13%,i,-4%,0%,-1%,
COc1ccc(NC(=O)COC(=O)c2ccc(S(=O)(=O)N(C)c3ccccc3OC)cc2)cc1OC,20%,i,3%,-2%,5%,
O=C(Cc1ccc(Cl)cc1)N/N=C/c1cccs1,62%,0.3%,5%,2%,2%,
CC(=O)N1c2ccccc2C(C)=CC1(C)C,-3%,6.0%,-3%,-1%,-21%,
Cc1c(-n2c(-c3ccccc3)nc3ccccc3c2=O)c(=O)n(-c2ccccc2)n1C,16%,i,-2%,7%,-12%,
CCC(OC(=O)C(C)N1C(=O)C(=O)c2ccccc21)C(=O)Nc1ccccc1OC (stereo not given),nt,3.2%,nt,nt,-8%,
Cc1ccc2oc(C(=O)N3CCC(O)(c4cccc(C(F)(F)F)c4)CC3)c(C)c2c1,8%,2.8%,-15%,8%,3%,
O=C(COc1cccc2cccnc12)N/N=C1\SCC(=O)N1Cc1ccccc1,23%,3.7%,-11%,-1%,4%,
O=C(OCC(=O)N1CCOCC1)c1ccccc1Br,0%,i,8%,9%,-12%,
COc1ccc(OC)c(NC(=S)NCCCN2CCOCC2)c1,-2%,0.2%,-9%,-2%,-10%,
Cc1ccc(-n2c(Cc3cccn3C)nnc2SCC(=O)Nc2cc(C)on2)cc1,4%,4.4%,-4%,-7%,3%,
O=S(=O)(c1ccccc1)c1nc(NCc2cccnc2)sc1Cl,10%,0.8%,-6%,1%,-2%,
CC(C)N(Cc1ccccc1)C(=S)Nc1ccccc1F,-11%,i,-8%,1%,nt,
CNC[C@@H]1Oc2c(NC(=O)Nc3ccccc3)cccc2C(=O)N([C@@H](C)CO)C[C@H]1C,10%,i,nt,5%,-3%,inhibitors of VEEV 10K pilot screen=0.1
Cc1ccc(-n2ncc3c(SCc4cccc(C)c4)ncnc32)cc1,51%,3.4%,-4%,5%,-3%,
CC(=O)Nc1cc2cc(NS(=O)(=O)c3ccc(C)cc3)ccc2oc1=O,-13%,i,6%,-2%,nt,
Cc1cc(C)cc(CC2CC(=O)N(c3ccc([N+](=O)[O-])cc3)C2=O)c1 (stereo not given),0%,0.5%,-9%,2%,-1%,
O=C(NCC1CCCCC1)C12CN(Cc3ccccc3)CC1C(c1cccc([N+](=O)[O-])c1)=NO2 (stereo not given),6%,i,-18%,10%,4%,
CC1(C)CC(=O)c2cc(OCC(=O)N3CCCCCC3)ccc2O1,nt,i,2%,nt,1%,inhibitors of VEEV 10K pilot screen=0.6
COc1ccc(-c2cc(C)no2)cc1S(=O)(=O)NCCc1ccco1,24%,0.4%,-2%,13%,-1%,
Cc1ccc(-c2cnco2)cc1,4%,i,2%,-1%,-6%,
COc1cccc(CNc2nc(SC)ncc2CO)c1,7%,0.7%,-2%,5%,-4%,
COc1cccc(-n2c(SCc3c(C)noc3C)nnc2-c2cccc(S(=O)(=O)N(C)C)c2)c1,5%,i,7%,10%,6%,
Cc1ccc(C(=O)OCC(=O)N2CC(C)CC(C)C2)cc1S(=O)(=O)N1CCOCC1 (stereo not given),4%,0.7%,-2%,-7%,-9%,
C#CCOc1ccc(Cl)cc1/C=N/O,19%,1.7%,10%,-3%,0%,
# Following part:
SMILES,M. tuberculosis,inhibitors of VEEV,Salmonella PhoP GFP,M. tuberculosis HTS,influenza NS1A,others
O=C1CN(C(=O)CSc2nc3ccccc3c(=O)n2CC2CCCO2)c2ccccc2N1 (stereo not given),4%,7.2%,-28%,3%,1%,
CCOC(=O)[C@@H]1[C@H]2COc3ccc(Br)cc3[C@@H]2N2C(=O)N(c3ccc(F)cc3)C(=O)[C@@]12C,13%,0.1%,nt,-2%,-3%,
Oc1ccccc1/C=N/[n+]1ccccc1,1%,2.0%,5%,3%,1%,
COc1ccc(-n2c(Cc3cccn3C)nnc2SCC(=O)Nc2cccc(Cl)c2)cc1,20%,1.5%,-2%,-7%,5%,
CCCC(NCC(=O)Nc1ccccc1C(=O)NC1CC1)c1ccccc1 (stereo not given),nt,0.9%,nt,nt,-8%,
O=C(COC(=O)c1n[nH]c(=O)c2ccccc12)Nc1cccc(S(=O)(=O)N2CCOCC2)c1,nt,2.7%,nt,nt,-13%,
O=S(=O)(c1cnc(Cl)c(Br)c1)N1CCCCCC1,2%,i,3%,9%,13%,
COc1ccc(/C=C2\SC(=O)N(CCNC(=O)Cn3[nH]c(=O)c4ccccc4c3=O)C2=O)cc1,11%,1.6%,nt,1%,3%,
Cc1ccc(-n2c(-c3ccco3)nc3nc4ccccc4nc32)cc1,2%,0.3%,-9%,2%,0%,
CNc1nc(-c2cccs2)cc(C(F)(F)F)c1C#N,-3%,3.4%,-3%,6%,-20%,
CN(C)[C@@H]1C(=O)C(C(N)=O)=C(O)[C@@]2(O)C(=O)C3=C(O)c4c(O)cccc4[C@@](C)(O)C3[C@H](O)C12 (stereo not given in full),6%&36%,4.6%&3.1%,4µM*,?,11%&10%,
CCCC(CCC)C(=O)NC1CCN(Cc2ccccc2)CC1,7%,i,8%,-9%,-7%,
CCNC(=O)c1ccc2c(c1)C1C3CCC(C3)C1C(c1ccccc1)N2 (stereo not given),30%,5.1%,4%,70%,2%,
Cc1cc(C)nc(-n2cc(C(=O)c3cc(F)ccc3O)cn2)n1,-2%,0.7%,4%,1%,-4%,
COc1ccc(OC)c(N(CC(=O)NCCSCc2ccco2)S(=O)(=O)c2ccc(OC)c(OC)c2)c1,-1%,13%,-4%,-1%,26%,
CC(=O)CC1(C)OC(N)=C(C#N)C1(C#N)C#N (stereo not given),-6%,i,0%,-4%,1%,
COC(=O)CSc1nnc(-c2cccc(NC(=O)c3ccc(C)cc3)c2)n1C,19%,0.4%,0%,6%,1%,
CCOc1cc(/C=C/c2ccc3cccc([N+](=O)[O-])c3n2)ccc1OCC(=O)N(C)C,15%,11%,-4%,-1%,9%,

# By substructure, the entries above with a tert-butyl group
SMILES,M. tuberculosis,inhibitors of VEEV,Salmonella PhoP GFP,M. tuberculosis HTS,influenza NS1A,others
CC(C)(C)CC(C)(C)NC(=S)N1CCN(Cc2ccc3c(c2)OCO3)CC1,-4%,i,3%,-3%,5%,
CC(C)(C)Cc1nnc(NS(=O)(=O)c2ccc([N+](=O)[O-])cc2)s1,65%,0.2%,-2%,16%,-2%,
COc1ccc(CCNC(=O)CC2C(=O)NCCN2CC(C)(C)C)cc1 (stereo not given),5%,i,12%,-9%,-3%,

# Rows are unselected; overall some 1.5% were active at least once.
